From PubChem
UBC13 inh – inhibitors of human UBC13 polyubiquitin chain formation. TR-FRET. inhibition, % at 20 µM. actives 0.47% (n = 330,000); in the data active means inhibition above about 45%, passing the limit was not always enough
SENP8 block-1 – inhibitors of human SENP8 protease; Q96LD8; purified SENP8, Z-RLRGG-aminoluciferin cleavage, luminescence; inhibition, % at 10 µM; actives 1.2% (n = 330,000); AID 2540; in the data active means inhibition above about 50%
Target sequence (Q96LD8 whole entry, looked up): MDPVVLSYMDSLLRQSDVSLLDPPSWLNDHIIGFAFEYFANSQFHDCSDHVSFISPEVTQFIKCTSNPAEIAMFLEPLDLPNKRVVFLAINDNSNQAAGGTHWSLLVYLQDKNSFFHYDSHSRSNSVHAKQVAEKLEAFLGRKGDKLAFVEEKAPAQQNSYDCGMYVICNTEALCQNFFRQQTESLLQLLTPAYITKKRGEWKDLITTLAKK
SENP6 block – inhibitors of human SENP6 protease | Recombinant SENP6 catalytic domain, aminoluciferin luminescence | actives 1.8% (n = 330,000) | inhibition, % at 10 µM;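 active means inhibition above about 50% at the single tested dose, limit read from the data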;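 further: plate controls were DMSO wells with enzyme for no effect and DMSO wells lacking enzyme for full effect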
Apaf1 inhib – blocks human Apaf-1 apoptosome activity | actives 0.71% (n = 330,000) | reconstituted apoptosome caspase-3 activity, DEVD-Rh110 fluorescence | AID 489030 | inhibition, % at 20 µM | O14727; active means inhibition of at least 40% at 20 µM;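 further: plate controls were DMSO wells for no effect and DEVD-CHO caspase inhibitor wells for full effect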
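Material: reconstituted apoptosome with Apaf-1, cytochrome c, caspase-9, procaspase-3, dATP; medium: pH 7.5 Hepes buffer with CHAPS, BSA, DTT; also added: cytochrome c and DEVD-Rh110 substrate; timing: 30 min plus 50 min, RT; signal: Rh110 fluorescence intensity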
SENP8 block-2 – blocks human SENP8 cleavage of Nedd8 substrate; Q96LD8; inhibition, % at 20 µM; recombinant SENP8, Nedd8 substrate fluorescence; actives 0.64% (n = 360,000); AID 602440; in the data active means inhibition mostly above about 40%, no sharp cut-off; inactive means mostly below about 27%
A3G deaminase – inhibitors of human APOBEC3G DNA deaminase; Q9HC16; recombinant A3G, ssDNA deamination FAM/TAMRA fluorescence; inhibition, % at 20 µM; actives 0.28% (n = 330,000); AID 493012;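 active means inhibition of at least 40% at 20 µM, with no more than 30% in the related APOBEC3A deaminase screen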;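 further: plate controls were DMSO wells with A3G for no effect and wells lacking A3G enzyme for full effect; some compounds called inactive have numbers as strong as hits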
Target sequence (Q9HC16 whole entry, looked up): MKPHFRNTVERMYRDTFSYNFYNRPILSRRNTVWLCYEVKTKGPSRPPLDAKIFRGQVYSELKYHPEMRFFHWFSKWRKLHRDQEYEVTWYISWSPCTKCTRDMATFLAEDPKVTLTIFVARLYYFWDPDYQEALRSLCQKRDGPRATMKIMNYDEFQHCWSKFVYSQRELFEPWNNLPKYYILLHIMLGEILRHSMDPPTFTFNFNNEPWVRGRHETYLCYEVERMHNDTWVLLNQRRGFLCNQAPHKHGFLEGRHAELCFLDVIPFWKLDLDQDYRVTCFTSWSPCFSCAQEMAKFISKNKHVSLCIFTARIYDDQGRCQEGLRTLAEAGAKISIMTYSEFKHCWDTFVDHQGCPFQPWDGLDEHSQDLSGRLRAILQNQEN
SENP7 inh – blocks the human protease SENP7 | recombinant SENP7, Z-RLRGG-aminoluciferin luminescence, 40 min | inhibition, % at 5 µM | actives 1.5% (n = 330,000) | AID 434973;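 active means inhibition above about 50% at the single test dose, limit read from the data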;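 further: plate controls were DMSO with enzyme for no effect and no enzyme buffer wells for full effect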
Target sequence (Q9BQF6 706-1050 limits assumed): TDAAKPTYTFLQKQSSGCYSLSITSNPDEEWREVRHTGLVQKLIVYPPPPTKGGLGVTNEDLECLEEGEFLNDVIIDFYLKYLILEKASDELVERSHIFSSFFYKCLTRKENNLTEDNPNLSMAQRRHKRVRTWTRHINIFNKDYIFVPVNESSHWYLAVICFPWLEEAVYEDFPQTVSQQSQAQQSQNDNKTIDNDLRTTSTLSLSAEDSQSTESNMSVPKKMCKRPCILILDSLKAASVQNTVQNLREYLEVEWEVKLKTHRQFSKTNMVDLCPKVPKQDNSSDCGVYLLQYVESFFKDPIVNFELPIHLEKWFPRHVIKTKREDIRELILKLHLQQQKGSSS
SENP1 inh – SENP1 (human) catalytic domain inhibition; Q9P0U3; recombinant SENP1 catalytic domain, CyPet-SUMO1-YPet FRET cleavage; inhibition, % at 10 µM; actives 0.21% (n = 360,000); AID 624204;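 active means inhibition at least 30% at 10 µM, raw YFP signal under a set limit, fluorescence ratio 0.5 to 1.5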;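 further: 0% = enzyme with DMSO and 100% = no enzyme wells; some results filed as inactive read as strong as hits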
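Test system: human SENP1 catalytic domain; medium: Tris pH 8 buffer plus EDTA, NaCl, BME, BSA, NP40, catalase; incubation: 50 min reaction at room temperature; technique: FRET, CFP and YFP emission; controls: no-enzyme low control and enzyme-plus-DMSO high control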
Active calls of the source: *; / = no result given.

The opening two compounds, ahead of the listing:
1) Cn1ccnc1C1CCCCN1C(=O)c1cc(COc2ccc(F)cc2F)on1 (configuration not stated)
2) Cc1ccc(CONC(=O)c2ccccc2)cc1

assay / compound,1,2
A3G deaminase,-5,-6
SENP8 block-2,8,-1
SENP6 block,-21,31
SENP7 inh,4,15
UBC13 inh,-8,8
Apaf1 inhib,-17,-20
SENP1 inh,2,0
SENP8 block-1,-4,-6

Main list, from the first entry:
1) Cn1ccnc1C1CCCCN1C(=O)c1cc(COc2ccc(F)cc2F)on1 (configuration not stated)
2) Cc1ccc(CONC(=O)c2ccccc2)cc1
3) CC(C)(C)OC(=O)N1CCC(c2cc(=O)n3[nH]cc(C(=O)Nc4ccc(F)c(Cl)c4)c3n2)CC1
4) Cc1ccc(C)c(NS(=O)(=O)c2ccc(OCC(=O)NCC3CCCO3)cc2)c1 (configuration not stated)
5) COc1ccc(OC)c(Cc2nnc(CCC(=O)N3CCC(N4CCCCC4)CC3)o2)c1
6) CCc1ccc(NC(=O)Nc2ccc3c(c2)N(C)C(=O)CS3)cc1
7) CC(=O)c1c(C)[nH]c(C(=O)OCc2cc(=O)n3cc(Br)ccc3n2)c1C
8) CCOC(=O)CNC(=O)c1cn(C)c(=O)c2cc(OC)c(OC)cc12

assay / compound,1,2,3,4,5,6,7,8
A3G deaminase,-5,-6,-1,-13,-2,-4,14,-4
SENP8 block-2,8,-1,-120,6,-67,4,-172,4
SENP6 block,-21,31,-4,-23,5,-17,-13,-12
SENP7 inh,4,15,10,-16,3,-6,7,-17
UBC13 inh,-8,8,-19,-3,11,0,4,-1
Apaf1 inhib,-17,-20,36,3,4,27,-13,5
SENP1 inh,2,0,0,1,-19,5,-38,1
SENP8 block-1,-4,-6,-6,-12,-4,-19,-3,0

9) COc1cc2c(cc1OC)CN(Cc1cc(=O)oc3cc(C)c(C)cc13)CC2
10) c1ccc(-c2ccc(-c3ccccn3)s2)nc1
11) Cc1cccc(CC(=O)NCCn2c(C)cc3ccccc32)c1
12) CCOc1ccc(C(=O)OC(C)C(=O)N2CCN(Cc3ccccc3)CC2)cc1 (configuration not stated)
13) CCCCCCCNC(=O)CN1N=C(c2ccc(C)cc2)CCC1=O
14) CCOc1ccccc1NC(=O)COc1coc(CN2CCCc3ccccc32)cc1=O
15) CC(C)Cn1c(-c2cc(Br)ccc2F)nc2c1c(=O)[nH]c(=O)n2CC(C)C
16) NC(=O)[C@H]1CC2(CC(c3cccc(NC(=O)COc4ccc(Cl)cc4)c3)=NO2)CN1C(=O)Cc1ccc([N+](=O)[O-])cc1 (some centres not stated)

assay / compound,9,10,11,12,13,14,15,16
A3G deaminase,-6,-1,-4,-4,-6,-11,-9,-6
SENP8 block-2,-377,-418,-7,8,12,4,-73,11
SENP6 block,25,83*,-2,-15,11,-13,-33,-12
SENP7 inh,-1,84*,11,6,1,9,-6,3
UBC13 inh,11,11,-4,3,-1,12,1,-8
Apaf1 inhib,18,3,41*,7,7,10,27,17
SENP1 inh,-27,-94,-50,1,0,2,0,2
SENP8 block-1,1,76*,-13,-2,1,-7,-3,5

17) COc1ccccc1NS(=O)(=O)c1cccc(NC(=O)Nc2ccccc2)c1
18) CCOC(=O)C1(Cc2cccc(F)c2)CCN(C2CCOCC2)CC1
19) COc1ccccc1CNC(=O)COC(=O)c1ccc(C)s1
20) CCOC(=O)CSc1nc(C)cc(=O)[nH]1
21) O=C(CC(=O)NCCc1ccccc1)NCCc1ccccc1
22) O=c1c2oc3ccccc3c2ncn1Cc1ccc(F)cc1
23) O=C(Nc1cccc(S(=O)(=O)N2CCOCC2)c1)c1cc(=O)[nH]c2ccccc12
24) N#C/C(=C\c1cccn1-c1ccccc1)C(=O)NC1CCCCC1

assay / compound,17,18,19,20,21,22,23,24
A3G deaminase,-6,1,-5,0,-10,-1,-5,-9
SENP8 block-2,4,18,0,10,11,4,-191,1
SENP6 block,2,-14,0,-6,-10,-27,13,-9
SENP7 inh,3,-8,4,-4,-8,-10,9,-3
UBC13 inh,8,-26,-4,-4,-1,-8,-6,7
Apaf1 inhib,13,-13,2,-5,-3,-8,-8,16
SENP1 inh,2,0,3,2,2,-1,-6,-1
SENP8 block-1,-7,-6,2,2,-6,-6,2,-3

25) CC1Oc2ccccc2C=C1/C=N/NC(=O)c1ccccc1O (configuration not stated)
26) Cc1cc2cc(CN(CC3CCCO3)C(=S)Nc3ccccc3)c(=O)[nH]c2cc1C (configuration not stated)
27) COc1ccc(C(=O)Nc2nc(CC(=O)NCc3ccc(F)cc3)cs2)cc1
28) CC(=O)NC1=NC(=O)CS1
29) CCOC(=O)N1CCN(C(=O)c2ccc3c(c2)sc2nc(-c4ccc(OC)cc4)cn23)CC1
30) Cn1c(SCC(=O)N2CCCCC2)nnc1-c1ccc(S(=O)(=O)N2CCOCC2)cc1
31) COc1cc(C(=O)OCC(=O)Nc2nnc(-c3ccccc3)o2)cc(OC)c1OC
32) CCn1c(CNC(=O)c2cccc(C)c2)nnc1SCC(=O)Nc1nnc(C)s1

assay / compound,25,26,27,28,29,30,31,32
A3G deaminase,-1,-8,-12,-5,3,1,-4,-2
SENP8 block-2,-399,-4,1,9,-166,0,10,6
SENP6 block,4,17,-18,-9,-2,7,-7,-10
SENP7 inh,10,3,2,-17,2,-3,11,1
UBC13 inh,-4,2,4,1,15,5,2,3
Apaf1 inhib,2,25,-3,-1,11,0,1,2
SENP1 inh,-2,0,-2,0,1,2,1,2
SENP8 block-1,-4,2,-14,-13,-2,6,-6,4

A draw from above in order of number of heavy atoms, rising.
28) CC(=O)NC1=NC(=O)CS1
20) CCOC(=O)CSc1nc(C)cc(=O)[nH]1
19) COc1ccccc1CNC(=O)COC(=O)c1ccc(C)s1
25) CC1Oc2ccccc2C=C1/C=N/NC(=O)c1ccccc1O (configuration not stated)
24) N#C/C(=C\c1cccn1-c1ccccc1)C(=O)NC1CCCCC1
18) CCOC(=O)C1(Cc2cccc(F)c2)CCN(C2CCOCC2)CC1
15) CC(C)Cn1c(-c2cc(Br)ccc2F)nc2c1c(=O)[nH]c(=O)n2CC(C)C
17) COc1ccccc1NS(=O)(=O)c1cccc(NC(=O)Nc2ccccc2)c1
32) CCn1c(CNC(=O)c2cccc(C)c2)nnc1SCC(=O)Nc1nnc(C)s1
26) Cc1cc2cc(CN(CC3CCCO3)C(=S)Nc3ccccc3)c(=O)[nH]c2cc1C (configuration not stated)

assay / compound,28,20,19,25,24,18,15,17,32,26
A3G deaminase,-5,0,-5,-1,-9,1,-9,-6,-2,-8
SENP8 block-2,9,10,0,-399,1,18,-73,4,6,-4
SENP6 block,-9,-6,0,4,-9,-14,-33,2,-10,17
SENP7 inh,-17,-4,4,10,-3,-8,-6,3,1,3
UBC13 inh,1,-4,-4,-4,7,-26,1,8,3,2
Apaf1 inhib,-1,-5,2,2,16,-13,27,13,2,25
SENP1 inh,0,2,3,-2,-1,0,0,2,2,0
SENP8 block-1,-13,2,2,-4,-3,-6,-3,-7,4,2

30) Cn1c(SCC(=O)N2CCCCC2)nnc1-c1ccc(S(=O)(=O)N2CCOCC2)cc1
14) CCOc1ccccc1NC(=O)COc1coc(CN2CCCc3ccccc32)cc1=O
29) CCOC(=O)N1CCN(C(=O)c2ccc3c(c2)sc2nc(-c4ccc(OC)cc4)cn23)CC1
16) NC(=O)[C@H]1CC2(CC(c3cccc(NC(=O)COc4ccc(Cl)cc4)c3)=NO2)CN1C(=O)Cc1ccc([N+](=O)[O-])cc1 (some centres not stated)

assay / compound,30,14,29,16
A3G deaminase,1,-11,3,-6
SENP8 block-2,0,4,-166,11
SENP6 block,7,-13,-2,-12
SENP7 inh,-3,9,2,3
UBC13 inh,5,12,15,-8
Apaf1 inhib,0,10,11,17
SENP1 inh,2,2,1,2
SENP8 block-1,6,-7,-2,5

Following part:
33) Cc1ccc(NC(=O)COC(=O)c2cccc(C)c2[N+](=O)[O-])cc1S(=O)(=O)N1CCCCC1
34) O=C(CCC(=O)N1CCN(c2ccc(O)cc2)CC1)c1cccs1
35) CCN1CNC(=S)N(c2ccccc2OC)C1
36) CCN1CCN(C(=O)c2ccc(N3CC4CC(C3)c3cccc(=O)n3C4)c([N+](=O)[O-])c2)CC1 (configuration not stated)
37) CC(NC(=O)C(=O)NN=C1CCCCCCCCCCC1)c1ccccc1 (configuration not stated)
38) Cc1c(NC(=O)COc2ccc3ccccc3c2)c(=O)n(-c2ccccc2)n1C
39) Cc1cccc(NC(=O)c2cccc(OC(=S)N3CCOCC3)c2)c1
40) O=C(OCC#CCSc1nnc(-c2ccc(Br)cc2)o1)c1cccs1

assay / compound,33,34,35,36,37,38,39,40
A3G deaminase,-7,16,-3,14,-2,4,-10,-8
SENP8 block-2,16,17,13,22,21,/,9,19
SENP6 block,-33,-21,-6,3,-14,-10,37,2
SENP7 inh,-6,-1,-5,-4,-6,4,28,-8
UBC13 inh,10,-16,-4,-3,-3,6,8,-11
Apaf1 inhib,-4,7,-12,2,7,5,15,17
SENP1 inh,1,3,0,0,3,/,1,1
SENP8 block-1,1,-6,-5,10,-3,4,22,-12

Quoted from the listing:
compound 39 – SENP7 inh: 28
compound 40 – Apaf1 inhib: 17

Next records
41) Cc1c(C(=O)Nc2cccc(-c3nnc4n3CCCCC4)c2)oc2ccccc12
42) Clc1ccccc1CNCc1ccncc1
43) COc1cccc(NC(=O)CN(C)C(=O)c2cc3c(s2)CCC(C)C3)c1 (configuration not stated)
44) Cc1cccc(C(=O)N(Cc2ccc(C)o2)C2CCS(=O)(=O)C2)c1 (configuration not stated)
45) CSc1nnc(NC(=O)c2nc(S(=O)(=O)Cc3cccc(C)c3)ncc2Cl)s1
46) COc1ccc(CNC(=O)CN(C)CC(=O)Nc2ccccc2Br)cc1
47) O=C1/C(=C/c2ccc3c(c2)OCO3)CCC/C1=C\c1ccc2c(c1)OCO2
48) O=C(CNc1ccccc1)c1ccc([N+](=O)[O-])cc1

assay / compound,41,42,43,44,45,46,47,48
A3G deaminase,-5,-3,-3,-5,13,2,-6,-9
SENP8 block-2,6,3,-2,10,17,21,-48,23
SENP6 block,0,-14,-8,5,13,0,2,10
SENP7 inh,4,-5,-8,0,3,5,-1,3
UBC13 inh,2,-6,5,-3,7,-6,13,-11
Apaf1 inhib,12,3,33,9,9,2,9,-8
SENP1 inh,-1,1,-3,0,4,0,-26,8
SENP8 block-1,-7,-5,-8,-3,-10,-3,-7,8

49) CCOc1ccc(OCC)c(NC(=O)CN2CCC(NC(=O)c3cccc(F)c3)CC2)c1
50) CC(C)CC(=O)Nc1nnc(CCc2ccccc2)s1
51) COC(=O)c1ccc(C(=O)OC)c(NC(=O)COC(=O)c2ccc(OC)c(OC)c2OC)c1
52) Cc1cc(N(C)C)c(C#N)c(NCc2ccccc2)n1
53) C/C(=N/NS(=O)(=O)c1ccc(C)cc1C)c1ccc2c(c1)OCO2
54) COc1ccc(CN2CCN(Cc3ccccc3C(F)(F)F)CC2)c(OC)c1
55) O=C(Cc1cccs1)Nc1nnc(SCc2ccc(C(F)(F)F)cc2)s1
56) Cc1cc(SCC(N)=O)nc(SCC(=O)c2ccccc2)n1
57) O=C(c1ccncc1)N1c2ccccc2Sc2ccccc21

assay / compound,49,50,51,52,53,54,55,56,57
A3G deaminase,-2,-5,-6,-9,-3,-5,-1,-7,-1
SENP8 block-2,15,13,-53,-26,14,14,5,4,13
SENP6 block,-1,9,-10,7,-11,-8,10,-20,-2
SENP7 inh,2,-1,-4,-4,-4,2,-1,-8,7
UBC13 inh,6,4,1,-4,-11,14,-5,-4,-4
Apaf1 inhib,5,6,6,12,15,10,1,7,-6
SENP1 inh,1,0,-1,0,1,1,-7,2,-5
SENP8 block-1,4,-15,6,-11,-12,1,-5,-6,5
